Assay outcomes: PubChem, several laboratories
CSN inh = CSN deneddylation inhibition | Purified CSN, SCF-Nedd8-OG deneddylation, fluorescence polarization | inhibition, % at 12.5 µM | 360,000 tested, 0.38% active;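 active means pattern-corrected inhibition above about 35%, with an unprinted fluorescence ratio check between 0.5 and 1.5, limit read from the data, passing the limit was not always enough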;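 further: 0% = enzyme with substrate and 100% = substrate without enzyme; some results filed as inactive read as strong as hits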
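Assay system: HEK293T-derived human Csn5 enzyme; quantity: 0.24 nM enzyme; medium: Tris/NaCl/DTT buffer, pH 7.5; also added: substrate SCFSkp2-Nedd8OG, 10 nM; doses: 12.5 µM compound; schedule: 90 min reaction at room temperature; signal: FP; read-out: % inhibition of substrate cleavage by Csn5; benchmarks: substrate-only high control, full reaction low control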
LMPTP inh = blocks human LMPTP phosphatase; P24666; AID 651560; 360,000 tested, 0.22% active; inhibition, % at 20 µM; recombinant LMPTP-A, OMFP fluorogenic substrate, fluorescence intensity;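 active means compounds that cut the enzyme signal by at least half of the control window in the single-dose screen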;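 further: plate controls were DMSO wells with enzyme plus substrate for no effect and substrate without enzyme for full effect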
Target sequence (P24666 whole entry, looked up): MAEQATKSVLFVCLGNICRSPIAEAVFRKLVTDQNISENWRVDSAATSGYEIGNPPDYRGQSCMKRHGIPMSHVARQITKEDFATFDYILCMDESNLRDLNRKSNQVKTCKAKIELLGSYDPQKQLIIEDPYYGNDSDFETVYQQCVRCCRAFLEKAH
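Assay system: LMPTP-A phosphatase enzyme | Input: 0.625 nM enzyme | Also added: Fluorogenic phosphatase substrate OMFP at 400 µM final | Compound dosing: One test concentration per compound, 20 µM, with 3% DMSO overall | Schedule: 50 min enzyme reaction at room temperature, protected from light | Signal: Fluorescence intensity | Benchmarks: no-enzyme and uninhibited controls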
SUMO1-SIM PPI = SUMO1-SIM interaction modulation; P63165; SUMO1 binding to a labelled peptide, TR-FRET, 1 h; inhibition, % at 20 µM; 360,000 tested, 0.33% active; AID 602429; in the data active means inhibition above about 37%
Target sequence (P63165 whole entry, looked up): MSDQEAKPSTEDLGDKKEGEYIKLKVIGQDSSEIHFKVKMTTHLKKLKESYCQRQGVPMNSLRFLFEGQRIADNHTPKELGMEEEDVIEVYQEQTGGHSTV
NadD block = inhibitors of Staphylococcus aureus NadD | AID 602399 | inhibition, % at 20 µM | purified NadD enzyme, colorimetric absorbance read-out | 360,000 tested, 0.78% active; in the data active means inhibition above about 26%; further: some compounds past the cut are filed as inactive
STEP inh = STEP (human) phosphatase inhibition; P54829; recombinant STEP, OMFP fluorogenic substrate, fluorescence; inhibition, % at 20 µM; 360,000 tested, 0.25% active; AID 588621;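 active means inhibition at 20 µM, scaled per plate between control wells, above about 37%, limit read from the data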;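 further: 0% = DMSO with enzyme and substrate and 100% = substrate only without enzyme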
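Assay system: isolated STEP enzyme. Buffer or medium: pH 6.0 Bis-Tris with DTT and Tween 20. Also added: fluorogenic phosphatase substrate OMFP at 25 µM final. Dosing: 20 µM, 1% DMSO. Timing: 20 min reaction, room temperature, in the dark. Measured by: fluorescence intensity, excitation 480 nm, emission 540 nm. Evaluation: normalized % inhibition.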
DNMT1 block = inhibitors of human DNMT1. inhibition (reported as % activation of signal), % at 10 µM. DNMT1 molecular beacon, Hinp1I cleavage, fluorescence. 360,000 tested, 0.83% active; in the data active means inhibition above about 50%
Rpn11 inh = blocks the human proteasome subunit Rpn11. calls only at 20 µM. 360,000 tested, 0.59% active. O00487. human 26S proteasome, Ub4-pepOG fluorescence polarization; 20S core pre-blocked with epoxomicin;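 active means inhibition at 20 µM, scaled to each plate's controls, above about 33%, limit read from the data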
Target sequence (O00487 whole entry, looked up): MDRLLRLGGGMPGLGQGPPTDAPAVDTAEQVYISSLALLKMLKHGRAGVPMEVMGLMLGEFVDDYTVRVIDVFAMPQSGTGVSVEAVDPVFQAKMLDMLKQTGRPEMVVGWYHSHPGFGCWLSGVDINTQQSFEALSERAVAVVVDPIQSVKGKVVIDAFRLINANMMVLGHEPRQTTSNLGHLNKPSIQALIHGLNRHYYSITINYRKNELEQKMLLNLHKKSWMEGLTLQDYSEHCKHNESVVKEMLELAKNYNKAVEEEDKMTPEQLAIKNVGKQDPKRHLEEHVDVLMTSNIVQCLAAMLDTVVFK
Neddylation inh = inhibitors of human cullin neddylation. P61081+Q13564. TR-FRET cullin neddylation, biochemical. calls only at 25 µM. 360,000 tested, 0.58% active; in the data active means inhibition above about 36%
Rin1-Abl PPI inh = blocks binding of human Rin1 to Abl | P00519+Q13671 | TR-FRET Rin1/Abl binding, biochemical | inhibition, % at 7.35 µM | 360,000 tested, 0.4% active; in the data active means inhibition above about 5%, passing the limit was not always enough
Scp-1 inhibitor = blocks human Scp-1 phosphatase activity. Q9GZU7. Recombinant Scp1, phosphopeptide, malachite green phosphate absorbance. inhibition, % at 20 µM. 340,000 tested, 0.88% active. AID 493091;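 active means inhibition above about 50% at 20 µM, limit read from the data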;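 further: plate controls were DMSO wells with enzyme for no effect and wells lacking enzyme for full effect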
Target sequence (Q9GZU7 76-261 limits assumed): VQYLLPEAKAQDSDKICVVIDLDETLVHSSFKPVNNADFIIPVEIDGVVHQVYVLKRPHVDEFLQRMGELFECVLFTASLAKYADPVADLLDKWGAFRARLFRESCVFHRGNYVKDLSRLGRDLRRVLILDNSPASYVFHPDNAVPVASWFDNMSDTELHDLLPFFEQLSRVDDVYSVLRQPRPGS
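System: truncated SCP-1 phosphatase (76-261aa); medium: Tris acetate buffer pH 5.5 with MgCl2 and Tween-20; incubation: 45 min room-temperature reaction, 5 min colour, 30 min stabiliser; compound: single 20 µM dose, 1% DMSO; reagent: Phosphorylated 17-residue peptide substrate; read-out: % inhibition at 20 µM; technique: colorimetric free-phosphate detection, absorbance 630 nm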
* marks the source's active call; other numbers are inactive results; i = inactive; / = no result given. The order is random; any-hit rate near 3.8%.

Results follow in this order: CSN inh | LMPTP inh | SUMO1-SIM PPI | NadD block | STEP inh | DNMT1 block | Rpn11 inh | Neddylation inh | Rin1-Abl PPI inh | Scp-1 inhibitor
1: Cc1ccc(-n2ncc(C(=O)Nc3cc(Cl)ccc3C)c2C2CCNCC2)cc1C
    -1.6 | -0.8 | -1.8 | 4.7 | -0.3 | -1.2 | i | i | 3.2 | -3.4
2: CCc1ccc(NC(=S)N2CCN(C)CC2)cc1
    -3.0 | -1.1 | 6.0 | -2.7 | 2.5 | 2.8 | i | i | 1.6 | -9.2
3: O=C(CSc1ncnc2c1cnn2-c1ccccc1)NCC1CCCO1 (centres undefined)
    -2.5 | 0.0 | 1.3 | -3.7 | -2.1 | -0.5 | i | i | -10.3 | 1.0
4: COc1ccc(NC(=S)N2CCNC(=O)C2CC(=O)Nc2ccc(C)cc2)cc1 (centres undefined)
    -17.0 | 0.1 | 3.5 | -4.6 | -2.6 | -9.3 | i | i | 2.2 | -10.7
5: CCn1c(CNC(=O)COc2ccc(C(C)C)cc2)nnc1SCC(=O)Nc1ccccc1F
    -4.2 | -0.4 | -2.2 | -6.7 | 4.7 | -3.8 | i | i | 1.0 | -1.0
6: O=c1c(Cc2ccc(Cl)cc2Cl)c(O)ccn1CCCN1CCOCC1
    -3.4 | -0.3 | -1.0 | -7.2 | 0.2 | 1.7 | i | i | 3.0 | -1.4
7: O=C1CCCN1C(=O)CSc1ncnc2sccc12
    7.6 | 2.4 | 15.5 | -3.4 | 0.3 | 13.4 | i | i | -4.8 | 38.2
8: Cc1ccsc1/C=N/NC(=O)CNC(=O)c1c(F)cccc1Cl
    -2.6 | -2.2 | -25.5 | -1.9 | 1.4 | 2.7 | i | i | -5.4 | -0.9
9: COC(=O)c1cc(OC)c(OC)cc1NC(=O)c1ccccc1
    2.8 | 1.6 | 1.7 | -5.5 | -2.1 | 36.8 | i | / | 0.8 | -4.5
10: C[C@@H]1CN([C@H](C)CO)C(=O)CCCn2cc(nn2)CO[C@H]1CN(C)C(=O)Cc1ccccc1
    -1.3 | -2.8 | -1.2 | -0.4 | -0.1 | 8.9 | i | i | 1.6 | /
11: NC(=O)[C@@H]1CCCN1C(=O)c1ccc2oc(CCc3ccccc3)nc2c1
    -0.9 | -0.6 | -1.1 | -3.6 | 4.8 | 0.5 | i | i | -2.2 | -0.7
12: O=C(COC(=O)c1cc(=O)[nH]c2ccccc12)c1cccs1
    -10.0 | 2.1 | -13.1 | -2.8 | 0.2 | 3.6 | i | i | -2.0 | 5.5
13: Cc1cc(C)c(C)c(S(=O)(=O)Nc2ccc(O)cc2)c1C
    1.6 | 1.2 | -0.9 | -1.6 | -2.4 | 1.0 | i | i | 3.1 | -13.1
14: S=C(NCCc1ccccn1)Nc1ccc(Cl)c(Cl)c1
    -11.8 | -2.4 | 0.8 | -5.1 | -2.3 | -1.6 | i | i | 2.1 | -1.4
15: O=C(O)c1ccc(N2CC3CC(C2)c2cccc(=O)n2C3)c(NC(=S)Nc2ccc(Cl)cc2Cl)c1 (centres undefined)
    10.7 | 1.9 | 4.6 | -0.2 | 3.2 | -1.5 | i | i | 0.4 | 8.3
16: O=C(COC(=O)c1c(Cl)cccc1Cl)NCC1CCCO1 (centres undefined)
    -3.6 | 1.1 | 5.8 | -2.2 | -1.3 | 1.4 | i | i | -0.6 | -4.7
17: O=C(c1ccccc1)N1CCN(C(=S)NCCc2ccccc2)CC1
    5.2 | 0.0 | 4.2 | -6.2 | -0.7 | -5.0 | i | i | 1.8 | -1.8
18: OCCN1CCN(c2ncnc3scc(-c4ccc(F)cc4)c23)CC1
    0.1 | -2.5 | 1.3 | -3.4 | -0.9 | -1.5 | i | i | 1.1 | 1.3
19: Cc1ccc(C(=O)N/C(=C\c2cccs2)C(=O)NCc2ccncc2)cc1
    1.9 | 0.0 | -6.0 | -3.7 | 2.0 | -0.5 | i | i | -1.4 | 5.9
20: COc1ccc(NC(=O)c2coc(C)c2)cc1
    -3.6 | -0.1 | 1.9 | -5.3 | -0.4 | -1.5 | i | i | -1.1 | -10.1
21: COc1ccccc1NC(=O)NNC(=O)c1cc2ccccc2cc1O
    -2.1 | 2.2 | -15.9 | -4.3 | 1.8 | -2.1 | i | i | 1.7 | -16.3
22: Cc1ccc(-c2nc(S(=O)(=O)c3ccccc3)c(SCC(=O)NCC3CCCO3)o2)cc1 (centres undefined)
    0.1 | 0.1 | 4.2 | -1.7 | 3.5 | -5.6 | i | i | 0.3 | -3.6
23: C#CCOCCOCCOCCNc1nc(N2CCOCC2)nc(N2CCN(C(=O)[C@H](CCC(=O)O)n3cc([C@@H](N)CCCCN)nn3)CC2)n1
    2.1 | -9.0 | -19.0 | -5.0 | -2.3 | 7.3 | i | i | 4.5 | -8.2
24: CCOC(=O)c1c(OCC)[nH]c2c1cc(O)c1ccccc12
    -5.9 | 3.1 | -6.1 | 19.9 | -7.8 | -10.4 | i | i | -1.4 | 2.5
25: CCOC(=O)c1ccccc1NC(=O)/C(C)=C/C(=O)O
    1.6 | -1.2 | -0.6 | -0.7 | -2.8 | 4.0 | i | i | 0.3 | -4.3
26: O=C1c2cccc(-c3ccc(C(F)(F)F)cc3)c2C2CCCCN12 (centres undefined)
    -1.4 | 2.8 | 4.6 | -4.5 | 3.2 | 6.3 | i | i | 1.2 | /
27: c1ccc(CN2CCN(C(c3ccccc3)c3ccccc3)CC2)cc1
    -2.5 | 0.0 | 7.3 | -10.6 | 0.8 | 2.3 | i | i | -3.3 | -12.3
28: COc1ccc(Cc2nnc(NC(=O)c3cccc([N+](=O)[O-])c3)s2)cc1
    -18.2 | -0.4 | -22.0 | 6.0 | -0.7 | 5.1 | i | i | -1.7 | -2.7
29: CC1=C(n2ccnc2)CCC1=O
    0.4 | 0.6 | 6.8 | 1.0 | -2.8 | 0.7 | i | i | 3.3 | -5.8
30: CCN(CC)C(=O)C1CCCN(Cc2ccc3c(c2)OCO3)C1 (centres undefined)
    4.5 | -2.3 | -1.0 | 4.0 | 1.0 | 0.7 | i | i | 1.4 | -0.6
31: O=C1c2cccc3cccc(c23)C(=O)N1CC1CCCO1 (centres undefined)
    0.0 | 1.8 | -23.3 | -2.3 | -1.2 | -4.1 | i | i | 0.3 | 4.8
32: CCCN(CCC)C(=O)c1cc(-c2ccc3c(c2)OCO3)nc2ccccc12
    1.9 | 0.9 | 1.6 | 10.1 | 2.7 | -9.3 | i | / | -3.9 | 0.4
33: O=c1c(Cl)c(N2CCOCC2)cnn1-c1ncc(C(F)(F)F)cc1Cl
    -5.7 | -1.0 | -5.3 | -4.1 | -1.3 | 0.0 | i | i | -1.5 | 3.1
34: C[n+]1cc(-c2ccccc2)oc1-c1ccccc1
    2.3 | -1.8 | 6.8 | -5.6 | -1.0 | 0.6 | i | i | 3.9 | -7.1
35: CC1(C)C[C@H](O)[C@]2(CO)[C@H](O)C[C@]3(C)C(=CCC4[C@@]5(C)CC[C@H](O)C(C)(C)C5CC[C@]43C)[C@@H]2C1 (some centres undefined)
    -1.3 | 0.1 | 3.4 | 5.2 | 0.4 | 71.0* | i | i | 2.4 | -3.0
36: CCc1ccccc1N(CC)C(=O)C1CCN(c2ncnc3c2nc2n3CCCCC2)CC1
    -4.2 | 1.0 | -5.2 | 7.9 | -3.3 | -0.1 | i | i | 0.9 | 13.6
37: Cc1cc(NC(=O)Cc2cn3ccsc3n2)n(-c2ccccc2)n1
    4.3 | -0.2 | -3.7 | -1.7 | -2.5 | -0.7 | i | i | -1.2 | 2.6
38: CCCCNC(=O)NC1CCCC1
    -9.2 | -1.3 | 0.3 | -5.5 | -1.0 | 6.9 | i | i | 1.6 | -7.8
39: CCCCN1C(=O)C(=O)N(CC(=O)Nc2ccccc2C(=O)OCC)C1=O
    4.1 | 0.1 | -1.0 | -3.6 | -3.9 | 1.1 | i | i | -2.4 | -9.2
40: CCc1ccc(C(=O)N/N=C/c2ccncc2)s1
    3.1 | 1.0 | -19.5 | -4.2 | 0.8 | 1.0 | i | i | -4.0 | 1.1
41: CCc1nnc(NC(=O)CCN2C(=O)c3ccccc3S2(=O)=O)s1
    0.3 | -0.3 | 3.6 | 3.4 | -5.6 | 1.4 | i | i | -1.8 | -4.0
42: COc1ccc(N(C)C(=O)CCS(=O)(=O)c2cccc3nsnc23)cc1
    -3.4 | -0.9 | -28.5 | -7.1 | 0.8 | 3.4 | i | i | -4.8 | -5.8
43: COc1ccc(CC(=O)N/N=C(\C)CC(=O)Nc2ccc(N(C)C)cc2)cc1
    -0.9 | -0.5 | -1.9 | -0.2 | 1.3 | -2.8 | i | i | -1.2 | -1.2
44: COc1ccc(C(=O)N/C(=C\c2cn(S(=O)(=O)N(C)C)c3ccccc23)C(=O)N2CCN(C)CC2)cc1OC
    -0.4 | -0.7 | -1.5 | -4.4 | -4.5 | -3.5 | i | i | 1.4 | /
45: C#CCOCCOCCOCCNc1nc(N2CCN(C(=O)Cn3cc(CCCCN)nn3)CC2)nc(N2CCN(C(=O)[C@H](Cc3ccc(O)cc3)n3cc(CCO)nn3)CC2)n1
    -7.2 | -3.0 | 3.4 | -3.9 | -2.0 | -3.2 | i | i | 3.9 | 1.6
46: Cc1ccc2nc(-c3cccnc3SCC(=O)N3c4ccccc4CC3C)[nH]c2c1 (centres undefined)
    -0.9 | 3.0 | -5.3 | 20.9 | -5.5 | 2.5 | i | i | 0.5 | 3.1
47: Cc1ccc(CNC(=O)COc2ccc(S(=O)(=O)N3CCOCC3)cc2)cc1
    2.6 | -1.0 | 1.1 | -10.3 | -2.4 | -1.7 | i | i | -0.6 | -4.8
48: COc1ccc(CN2CCN(C(=O)Cn3c(=O)oc4cc(Cl)ccc43)CC2)c(OC)c1OC
    -3.6 | -0.5 | -4.0 | -4.9 | -0.1 | 1.9 | i | i | -0.2 | -11.0
49: CCOC(=O)CC[C@H](NC(=O)Cn1cnc(C(=O)Nc2ccc(C)c(C)c2)n1)C(=O)OCC
    2.7 | 0.1 | -2.9 | 1.6 | -1.9 | 3.1 | i | i | -0.7 | 15.4

Ordered by SMILES length (lowest first): part of the list above.
Results follow in this order: CSN inh | LMPTP inh | SUMO1-SIM PPI | NadD block | STEP inh | DNMT1 block | Rpn11 inh | Neddylation inh | Rin1-Abl PPI inh | Scp-1 inhibitor
41: CCc1nnc(NC(=O)CCN2C(=O)c3ccccc3S2(=O)=O)s1
    0.3 | -0.3 | 3.6 | 3.4 | -5.6 | 1.4 | i | i | -1.8 | -4.0
33: O=c1c(Cl)c(N2CCOCC2)cnn1-c1ncc(C(F)(F)F)cc1Cl
    -5.7 | -1.0 | -5.3 | -4.1 | -1.3 | 0.0 | i | i | -1.5 | 3.1
39: CCCCN1C(=O)C(=O)N(CC(=O)Nc2ccccc2C(=O)OCC)C1=O
    4.1 | 0.1 | -1.0 | -3.6 | -3.9 | 1.1 | i | i | -2.4 | -9.2
